S100A4 MyoIIA = S100A4-myosin IIA interaction inhibition. P26447. S100A4/TAMRA-MyoIIA peptide fluorescence polarization. inhibition, % at 10.7 µM. 360,000 tested, 0.14% active. AID 652163;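 active = mean inhibition of at least 70% across replicates, with every replicate also reaching that level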
Target sequence (P26447 whole entry, looked up): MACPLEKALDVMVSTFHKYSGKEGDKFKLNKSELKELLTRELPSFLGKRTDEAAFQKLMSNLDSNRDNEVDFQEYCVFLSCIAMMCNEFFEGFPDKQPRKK
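assay system = human S100A4 monomer with TAMRA-labelled myosin IIA peptide | also added = labelled myosin peptide probe, 5 nM | incubation = 5 min between mix addition and reading | control set = DMSO and TFP controls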
LGR2 antag = blocks bursicon-induced cAMP signaling via Drosophila LGR2 | HEK293 LGR2, CRE-luciferase, bursicon-stimulated, 4 h | inhibition, % at 9.99 µM | 380,000 tested, 0.35% active;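 active = drop in luminescence signal, shown as inhibition above about 50% in the replicate tests, limit read from the data, passing the limit was not always enough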;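 also: agonist challenge used bursicon conditioned medium at about half maximal strength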
C2C12 statin = suppression of simvastatin myotoxicity | rescue of ATP level, % at 7.49 µM | 330,000 tested, 0.78% active | C2C12 myotubes + simvastatin, ATP luminescence, 48 h; scaled: DMSO 0, geranylgeraniol control 100;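 active = mean ATP rescue above about 67%, or every replicate alone reaching that limit, limit read from the data, passing the limit was not always enough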;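 also: myotubes were challenged with 10 µM simvastatin during compound exposure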
ERAP1 HTS inh = ERAP1 (human) enzyme inhibition; 340,000 tested, 0.15% active; AID 652197; inhibition, % at 10.7 µM; Q9NZ08; recombinant ERAP1, Leu-AMC fluorescence, 60 min;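 active = mean replicate inhibition of at least 30%, or all replicates individually reaching that 30% level; inactive = mean below 30% and not every replicate reaching it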;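 also: 0% = neutral control wells and 100% = L-leucinethiol positive control wells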
PGC1a acetyl inh = modulators of PGC1a acetylation | 350,000 tested, 0.17% active | U2OS PGC1a acetylation, AlphaScreen anti-acetyl-lysine; with virally co-expressed GCN5 acetyltransferase | inhibition, % at 15.6 µM;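 active = every replicate shows inhibition of at least 40%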;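 also: 0% = neutral control wells and 100% = positive control wells; some results beyond the cut were filed as inactive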
SIRT5 inh = inhibitors of human sirtuin-5 desuccinylase. Q9NXA8. Purified SirT5, succinyl-peptide AMC, trypsin-coupled fluorescence. inhibition, % at 15 µM. 330,000 tested, 1.1% active. AID 652115; in the data active = inhibition above about 15%
Target sequence (Q9NXA8 whole entry, looked up): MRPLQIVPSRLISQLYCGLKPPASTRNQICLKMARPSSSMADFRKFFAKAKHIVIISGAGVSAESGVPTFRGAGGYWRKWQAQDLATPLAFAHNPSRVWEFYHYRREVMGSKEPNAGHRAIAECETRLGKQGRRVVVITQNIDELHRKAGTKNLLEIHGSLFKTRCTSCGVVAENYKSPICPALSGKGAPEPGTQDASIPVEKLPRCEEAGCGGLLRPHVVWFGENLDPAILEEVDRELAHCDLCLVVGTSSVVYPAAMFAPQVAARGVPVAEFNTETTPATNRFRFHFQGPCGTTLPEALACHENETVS
Cneo AK release = Cryptococcus neoformans lysis via adenylate kinase release; C. neoformans lysis, adenylate kinase release luminescence, 4 h; normalised: neutral wells 0, clomiphene wells 100; lysis activity, % at 15 µM; 360,000 tested, 0.2% active;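 active = mean lysis activity across replicates of at least 80%, whatever share of replicates individually reach that level; inactive = mean lysis activity below 80%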
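Signal: Adenylate kinase release luminescence | Assay system: Log-phase Cryptococcus neoformans yeast cells | Input: Cells at 5 × 10^6 per mL | Buffer or medium: Fresh YPD growth medium | Compound: Single dose | Schedule: Static 4 h at 37 °C with compound, 1 h detection | Controls: Clomiphene | Read-out: Luminescence rise reflecting yeast cell lysis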
Xi reactivation = activators of X-chromosome reactivation in mouse fibroblasts | XiGFP mouse fibroblasts, % GFP-positive cells imaging, 3 d; cells co-treated with 5-aza-dC sensitizer; scaled so ellipticine positive control = 100% | activation, % at 7.58 µM | 360,000 tested, 0.055% active | AID 743238;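 active = mean normalized replicate activation at least 10% and every replicate at or above 10%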;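 also: 0% = median of on-plate neutral control wells and 100% = ellipticine 6 µM median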
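System: 68-5-11 XiGFP fibroblast line; Timing: 3 days compound exposure; Compound dosing: one concentration, pinned; Benchmarks: positive control ellipticine, 6 µM final; Buffer or medium: DMEM containing 5-aza-dC.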
Starred values were filed as active, the others as inactive; / = not tested or not shown.

Every second line gives: S100A4 MyoIIA	LGR2 antag	C2C12 statin	ERAP1 HTS inh	PGC1a acetyl inh	SIRT5 inh	Cneo AK release	Xi reactivation
1. CCCCCN(C(=O)CCC(=O)OCC(=O)N(CC)c1ccccc1)c1c(N)n(CCCC)c(=O)[nH]c1=O
    0	9	13	1	-8	-1	1	0.0
2. O=C(N/N=C/c1cccnc1)c1[nH]ncc1Br
    7	-26	3	-1	/	0	-1	-0.1
3. CCC(=O)N1[C@@H]2Cn3c(ccc(-c4cccnc4)c3=O)[C@H]1[C@@H](C(=O)NC1CCC1)[C@@H]2CO
    65	1	5	-1	/	-49	3	-0.1
4. CCOCCn1c(N2CCCC2)nc2c1c(=O)n(C)c(=O)n2C
    -3	4	-8	-1	/	0	-1	0.0
5. COCCN(C[C@H]1[C@@H](c2ccccc2)[C@H](CO)N1C(=O)C1CCC1)C(C)=O
    /	-12	6	/	5	/	1	0.0
6. CCCN1CCC(Oc2cccc(C(=O)NCCc3ccccc3)c2)CC1
    0	-6	7	-4	2	0	-4	-0.1
7. CCCN1CCN(C(=O)c2ccc3nc(CC)c(CC)nc3c2)CC1
    6	8	-1	1	2	20*	1	0.0
8. COc1ccccc1N=CC=C1OC(C)(C)C(C)(C)O1
    -1	21	/	-3	/	0	/	0.0
9. CC(C)=C(NC(=O)c1ccccc1)C(=O)N1CCOCC1
    -5	-7	-3	-5	/	-2	2	/
10. O=C(COC(=O)c1ccccc1Sc1ccc(C(F)(F)F)cc1[N+](=O)[O-])NC(=O)NC1CCCC1
    -5	18	-12	2	-8	3	0	0.2
11. Cc1[nH]n(-c2ccccc2)c(=O)c1/C=N/N1C(=O)c2ccc3c4c(ccc(c24)C1=O)CC3
    /	7	9	/	13	/	2	0.0
12. O=C(CSc1ccccc1C(=O)O)NCc1ccccc1
    1	0	3	2	19	15*	-2	-0.1
13. CO[C@@H]1CN(C)C(=O)c2ccc(NS(C)(=O)=O)cc2OC[C@H](C)N(Cc2nccs2)C[C@H]1C
    4	15	9	3	-10	-4	-2	0.0
14. CN(C(=O)CNc1ccccc1Cl)C1CCS(=O)(=O)C1 (configuration not stated)
    -3	-9	1	7	5	0	0	0.0
15. COc1cc(/C=N/n2c(C3CCCCC3)n[nH]c2=S)cc(Br)c1O
    -3	6	3	2	0	4	10	0.3
16. CN(C)CC#Cc1ccc([C@@H]2[C@@H](CO)N3CCCCN(C(=O)Nc4ccccc4F)C[C@H]23)cc1
    -2	-8	18	0	-3	-34	3	0.3
17. CC(O)(c1cccc(F)c1)c1nc(-c2ccc(S(C)(=O)=O)cc2)cs1 (configuration not stated)
    -3	-2	-10	5	/	-2	-5	0.0
18. CCOc1nc(-c2ccccc2Cl)nc2ccccc12
    0	12	/	0	3	0	0	0.4
19. C[C@H](CO)N1C[C@H](C)[C@@H](CN(C)S(=O)(=O)c2ccc(C(F)(F)F)cc2)OCc2ccccc2-c2ccccc2C1=O
    2	6	18	0	-5	/	0	-0.3
20. CC[C@]1(C(=O)OC)[C@H]2C(=O)N(C)C(=O)[C@H]2[C@H]2CN=C(SCc3ccc(C#N)cc3)N21
    0	3	7	-2	15	-1	-3	0.2
21. COc1ccccc1C(=O)Nc1ccc2c(c1)C(=O)N(C)C[C@H](OC)[C@H](C)CN(C(C)=O)[C@@H](C)CO2
    -3	-1	7	2	-1	-2	-1	0.1
22. COc1ccc(CN(C)C[C@@H]2OCCCC[C@@H](C)Oc3ccc(NC(=O)Nc4cccc5ccccc45)cc3C(=O)N([C@@H](C)CO)C[C@H]2C)cc1
    -8	13	/	-1	-20	-3	2	0.0
23. COc1ccc(S(=O)(=O)N2CCC(C(=O)NCc3ccco3)CC2)cc1C
    1	-8	1	-2	/	-1	-1	0.1
24. COc1ccc(C#Cc2ccc3c(c2)O[C@@H](CN(C)C(=O)NC2CCCCC2)[C@H](C)CN([C@@H](C)CO)S3(=O)=O)cc1
    0	-9	/	2	-10	-3	9	0.9
25. Cc1ccc(S(=O)(=O)Nc2cccc3c2O[C@H](CN(C)Cc2ccc(Cl)c(Cl)c2)[C@H](C)CN([C@@H](C)CO)C3=O)cc1
    4	19	/	-2	5	8	/	0.7
26. CC(=O)N[C@H]1CC[C@@H](CCNC(=O)C2CCCC2)O[C@@H]1CO
    10	-19	0	0	-2	-3	0	-0.4
27. O=C(CCC(=O)Nc1ccccc1)NNS(=O)(=O)c1ccccc1[N+](=O)[O-]
    -7	5	3	-1	-6	0	2	0.0
28. Cc1cc(C)c(S(=O)(=O)N2CCOC2CNC(=O)C(=O)NCCCN2CCCC2=O)c(C)c1 (configuration not stated)
    5	7	0	3	/	-1	5	-0.1
29. COc1ccccc1/C=C/CN1CCOCC1
    2	9	44	-2	6	-1	-1	/
30. CCCNC(=O)Nc1ccc2c(c1)C(=O)N(C)C[C@H](OC)[C@@H](C)CN(Cc1ccncc1)[C@H](C)CO2
    /	13	-5	/	-2	/	-3	-0.1
31. CCOc1ccc(-c2cc(CCCC(=O)NCCC(C)C)no2)cc1
    3	-25	12	-1	2	-6	/	0.0
32. Cc1ccc(C)c(N2CCN(C(=O)Nc3ccc4c(c3)N(C)C(=O)CS4)CC2)c1
    -9	-1	/	13	9	4	/	-0.1
33. COc1ccc(CCC(=O)NCCOc2ccccc2Cl)cc1
    -4	-71	/	-4	/	-1	/	0.3
34. COc1ccc(CCN(C)C(=O)Cc2ccc(-c3ccccc3)cc2)cc1OC
    -4	-16	-11	-2	0	-2	-10	/
35. COCC(C)NC(C(=O)Nc1cccc(C(C)=O)c1)c1ccccc1 (configuration not stated)
    1	1	/	4	-4	-2	/	0.2
36. COc1cccc(CN2CC(C(=O)NCCn3cccn3)CCC2=O)c1 (configuration not stated)
    1	7	-9	-2	-13	-1	-1	0.1
37. COc1ccc(CN(C)C[C@@H]2OCCCC[C@H](C)Oc3ccc(NS(C)(=O)=O)cc3C(=O)N([C@@H](C)CO)C[C@@H]2C)cc1
    2	-2	-28	-2	-52	-1	43	0.1
38. CN(C[C@@H]1N[C@@H](CO)[C@@H]1c1ccc(-c2cccc(F)c2)cc1)S(C)(=O)=O
    1	4	17	-6	-7	-3	-5	0.4
39. Cc1ccc(NC(=S)N(CCN(C)C)Cc2cc3cc(C)ccc3[nH]c2=O)cc1
    -1	18	-8	1	-15	0	-1	0.0
40. COc1cc(NC(=O)c2cc(=O)[nH]c3ccc(S(=O)(=O)N4CCOCC4)cc23)cc(OC)c1
    -6	-3	-4	16	2	-2	0	-0.1
41. CN(CC(=O)Nc1ccccc1Cl)C(=O)c1ccc(N2C(=O)CCC2=O)cc1
    2	4	13	2	1	3	/	0.2
42. Cc1ccc(Cn2nc3c(cc2=O)CCc2ccccc2-3)cc1
    -4	14	/	-3	-11	14	/	-0.1
43. CNC(=O)C[C@H]1CC[C@@H]2[C@@H](COc3ccc(NC(=O)Nc4ccc(Cl)cc4)cc3C(=O)N2C)O1
    -16	-4	-12	-1	-5	-4	0	0.2
44. O=C(Nc1cccnc1)c1cc(-c2ccc3c(c2)OCO3)on1
    /	63*	-14	/	-7	/	-3	/
45. Cc1nn(CC(=O)OCC(=O)c2ccc(OC(F)F)cc2)c(C)c1[N+](=O)[O-]
    -2	1	9	-4	6	0	1	0.2
46. CCC1(CC)C(=O)NC(=S)N=C1N
    -1	3	6	1	3	6	1	0.0
47. Cc1cccc(S(=O)(=O)N2C[C@H](O)COC[C@@H]3O[C@@H](CC(=O)N4CCN(C)CC4)CC[C@H]32)c1
    -25	10	-1	1	1	-3	-5	-0.1
48. COc1ccc(N=CC2=C(O)CCCC2=O)cc1
    -1	8	-10	4	/	1	0	/
49. CC(C)(C)C(C(=O)n1cccc1C#N)c1ccccc1 (configuration not stated)
    -5	-3	-5	/	-4	/	-1	-0.3
50. CC(OCC(O)CN1CCCCC1CCO)c1ccc(Cl)cc1 (configuration not stated)
    -25	16	4	-2	/	-4	8	0.3

Entries of single compounds from above. Order of values: S100A4 MyoIIA	LGR2 antag	C2C12 statin	ERAP1 HTS inh	PGC1a acetyl inh	SIRT5 inh	Cneo AK release	Xi reactivation
`Cc1ccc(Cn2nc3c(cc2=O)CCc2ccccc2-3)cc1` across the screens: -4	14	/	-3	-11	14	/	-0.1
`O=C(Nc1cccnc1)c1cc(-c2ccc3c(c2)OCO3)on1` across the screens: /	63*	-14	/	-7	/	-3	/
`Cc1cccc(S(=O)(=O)N2C[C@H](O)COC[C@@H]3O[C@@H](CC(=O)N4CCN(C)CC4)CC[C@H]32)c1` across the screens: -25	10	-1	1	1	-3	-5	-0.1
`CN(CC(=O)Nc1ccccc1Cl)C(=O)c1ccc(N2C(=O)CCC2=O)cc1` across the screens: 2	4	13	2	1	3	/	0.2
`Cc1nn(CC(=O)OCC(=O)c2ccc(OC(F)F)cc2)c(C)c1[N+](=O)[O-]` across the screens: -2	1	9	-4	6	0	1	0.2

The results go on:
Every second line gives: S100A4 MyoIIA	LGR2 antag	C2C12 statin	ERAP1 HTS inh	PGC1a acetyl inh	SIRT5 inh	Cneo AK release	Xi reactivation
51. COc1ccc(C(=O)Cc2cc(OC)c(OC)cc2C(=O)c2ccccc2F)cc1OC
    -3	/	/	0	/	2	/	0.4
52. CS(=O)(=O)N1CC2(C1)[C@@H](c1ccccc1)[C@@H](CO)N2CC1CCCC1
    -2	-1	/	0	-11	3	/	0.1
53. O=c1[nH]cnc2c1c(-c1ccccc1)cn2-c1ccc(F)cc1
    0	-4	/	1	/	-5	3	0.0
54. CC(=O)c1ccc(NC(=O)c2cnsn2)cc1
    0	-1	/	-3	3	-4	/	-0.2
55. C[C@@H]1CCCCO[C@@H](CN(C)C(=O)CCC(F)(F)F)[C@@H](C)CN([C@@H](C)CO)C(=O)c2cc(NS(=O)(=O)c3ccc(Cl)cc3)ccc2O1
    6	2	/	-17	10	11	3	0.1
56. COc1cc2ccc(=O)oc2c(O)c1OCC=C(C)C
    2	-13	-19	-2	0	/	-3	/
57. CN1CCCC(OC(=O)/C(C#N)=C/c2ccccc2)C1 (configuration not stated)
    6	18	2	-7	1	-1	1	0.0
58. Cc1cc(C(=O)Nc2ccc(F)c(Cl)c2)on1
    2	1	/	5	/	-3	/	0.1

From PubChem

Some of the compounds tested, so the mix of outcomes need not match the whole.
